High-throughput results deposited in PubChem BioAssay by National Center for Advancing Translational Sciences (NCATS).
Eya2 inh = blocks the phosphatase activity of human Eya2 | O00167 | recombinant Eya2, OMFP fluorescence dephosphorylation (OMFP is methylfluorescein phosphate) | Potency, µM (highest dose often 76.9 µM), for the others: top-dose activity, negative = inhibition, most hits filed as inhibitors | hit rate 0.006% among 330,000; note: potency is the fitted concentration of half-maximal effect; % is set by controls: 0 for no effect and ±100 for the full control effect
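Eya2 (0.2 uM) preincubated 10 min at ambient with compound, then OMFP substrate added at 50 uM; 10 min reaction in 50 mM HEPES pH 7.5, 50 mM NaCl, 5 uM MgCl2, 0.05% BSA, 1 mM DTT. Fluorescence read at Ex 485/Em 525 nm.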
a7 integrin act = activators of alpha7 integrin expression for muscular dystrophy | alpha7betagal myoblasts, beta-gal FDG fluorescence, 48 h | Potency, µM (top dose mostly 38.3 µM), without a hit: at the top dose activation, hits mostly activators | hit rate 0.064% among 350,000;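 note: potency is the fitted concentration of half-maximal effect; 100% = response of the positive control SU9516; nearly all actives have a fitted effect of over 60% in size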
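alpha7betagal+/- myoblasts (passage 13, 250/well) treated 48 h at 37C with compounds at 1:260 dilution of DMSO stock. Lysed, then beta-galactosidase activity read as FDG fluorescence (ex 480/em 540) after 30 min, with pre-read for autofluorescence.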
uPA generation = cell surface uPA generation inhibition. Potency, µM (top dose mostly 38.3 µM), for the others: at the top dose activity change, negative = inhibition, usual class: inhibitors. hit rate 0.31% among 330,000. cell surface uPA generation assay, qHTS; active = well fitted inhibition curve with a large enough effect; inconclusive = small, poorly fitted or top-dose-only effect; inactive = no such curve, though single readings can be large or run the other way; tested in mouse RAW 264.7 cells; note: potency is the fitted concentration of half-maximal effect; % is set by controls: 0 for no effect and ±100 for the full control effect; nearly all actives have a fitted effect of over 55% in size
BRCA1 expr act = activators of BRCA1 expression; MCF7-BRCA1-FFLuc reporter, luminescence, 48 h; response scale: scaled: vehicle 0%, 10 µM genistein 100%; Potency, µM (top dose mostly 46.1 µM), for the others: at the highest dose activation, most hits filed as activators; hit rate 1.1% among 380,000; AID 624202; note: potency is the fitted concentration of half-maximal effect; nearly all actives have a fitted effect of over 80% in size; some results filed as inactive show a strong effect at the top dose
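Quantitative HTS in MCF7 cells stably reporting BRCA1 expression via firefly luciferase. Compound treatment lasts 48 h at 37 °C in phenol-red free MEM. Activation is expressed relative to genistein at 10 microM and DMSO.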
ELG1 genotox = genotoxicity induction in ELG1-luciferase HEK293T cells | HEK293T ELG1-luciferase reporter, luminescence, 16 h | Potency, µM (highest dose often 46 µM), without a hit: at the highest dose activity change, positive = activation, most hits filed as activators | hit rate 1.3% among 330,000 | AID 504466; note: potency is the fitted concentration of half-maximal effect; % of control where 0% means no effect; nearly all actives have a fitted effect of over 60% in size
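Quantitative HTS format in 1536-well plates. HEK293T ELG1-luciferase reporter cells receive test compound and are incubated 16 hr at 37 °C, 5% CO2; ONE-Glo added, 30 min room temperature, then luminescence read.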
TSG101-PTAP inh = blocks PTAP/TSG101 interaction to inhibit HIV-1 budding; AID 493005; Q99816; 340,000 tested, under 10 active; Potency, µM (highest dose often 115 µM), inactives show at the top dose activity change, negative = inhibition, actives largely listed as inhibitors; Fluorescence polarization, FITC-PTAP peptide / Tsg101 binding; active = well fitted inhibition curve with a large enough effect in the main read-out, with a control signal flat, not every such curve was filed as active; inconclusive = small, poorly fitted or top-dose-only effect, or effect the other way, or a change in a side signal; inactive = no such curve, though single readings can be large or run the other way; note: potency is the fitted concentration of half-maximal effect; % of control where 0% means no effect
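Steps: Tsg101 binding domain dispensed (10 uM final), compounds pinned in DMSO, FITC-labeled PTAP-motif peptide added (50 nM final); after 20 min binding at room temperature, polarization measured.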
B2AR arrestin = agonists driving beta-arrestin recruitment to human beta2-adrenergic receptor; P07550; beta-arrestin recruitment to beta2AR, cell-based reporter; Potency, µM (highest dose often 46.1 µM), for inactives: at the top dose activation, hits mostly activators; hit rate 0.02% among 330,000;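 note: potency is the fitted concentration of half-maximal effect; 0% = DMSO controls and full agonism = EC100 isoproterenol or metaproterenol; nearly all actives have a fitted effect of over 65% in size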
TRPV1 agonist = agonists of human vanilloid receptor 1 (TRPV1). hit rate 0.19% among 320,000. AID 540275. activation, % at 8.33 µM. TRPV1-expressing cells, Fluo-8 calcium influx, agonist mode; in the data active = activation above about 80%; inconclusive = between about 30% and that limit; note: 0% is about no effect
Target sequence (Q8NER1 whole entry, looked up): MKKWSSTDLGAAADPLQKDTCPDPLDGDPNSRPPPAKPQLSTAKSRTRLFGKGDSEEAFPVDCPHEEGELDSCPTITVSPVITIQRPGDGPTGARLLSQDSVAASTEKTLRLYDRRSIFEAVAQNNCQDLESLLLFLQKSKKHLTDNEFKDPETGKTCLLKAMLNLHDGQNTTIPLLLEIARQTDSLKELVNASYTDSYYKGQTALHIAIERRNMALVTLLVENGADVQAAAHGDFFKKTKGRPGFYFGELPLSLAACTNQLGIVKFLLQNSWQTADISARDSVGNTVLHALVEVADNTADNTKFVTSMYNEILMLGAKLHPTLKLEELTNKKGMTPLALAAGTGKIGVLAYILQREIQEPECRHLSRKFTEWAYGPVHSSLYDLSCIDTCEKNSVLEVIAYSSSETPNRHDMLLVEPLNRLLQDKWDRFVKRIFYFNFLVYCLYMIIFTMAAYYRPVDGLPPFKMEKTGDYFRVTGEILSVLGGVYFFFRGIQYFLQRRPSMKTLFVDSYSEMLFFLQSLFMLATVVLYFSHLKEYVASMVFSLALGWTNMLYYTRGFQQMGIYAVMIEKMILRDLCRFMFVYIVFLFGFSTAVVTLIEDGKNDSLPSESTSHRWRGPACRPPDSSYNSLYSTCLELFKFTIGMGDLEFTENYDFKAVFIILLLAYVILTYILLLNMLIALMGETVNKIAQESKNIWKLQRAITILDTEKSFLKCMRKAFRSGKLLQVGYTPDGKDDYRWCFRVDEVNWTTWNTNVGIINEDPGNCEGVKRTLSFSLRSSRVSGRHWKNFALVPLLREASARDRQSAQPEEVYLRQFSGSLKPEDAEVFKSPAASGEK
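Cells expressing TRPV1 were dye-loaded with Fluo-8 and read kinetically: 10 s baseline, 3 min after compound (agonist portion), then 2 min after EC20 capsaicin (allosteric enhancer portion). Calcium-bound dye fluorescence at 480/520 nm.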
p53 reactivation = re-activators of mutant p53. H1299 p53-A138V BP100-luciferase reporter, luminescence, 24 h. hit rate 0.063% among 320,000. Potency, µM (series often up to 92.2 µM), inactives show top-dose activity change, positive = activation, most hits filed as activators. AID 504706; note: potency is the fitted concentration of half-maximal effect; % of control where 0% means no effect; nearly all actives have a fitted effect of over 45% in size
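p53-null H1299 cells stably carrying temperature-sensitive p53-A138V and a BP100-luciferase reporter were pinned with compounds (4-point, 1:5 series) and held 24 hrs at 37 deg C. Luminescence was read 10 min after detection reagent.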
S-ASM inh = inhibitors of human secretory acid sphingomyelinase; P17405; placental ASM, HMU-PC fluorogenic substrate, 60 min; Potency, µM (titrated, usually from 57.5 µM), for the others: at the top dose activity change, negative = inhibition, usual class: inhibitors; hit rate 0.006% among 340,000; AID 504937; note: potency is the fitted concentration of half-maximal effect
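Human placenta-derived ASM enzyme was preincubated with compound for 10 minutes at room temperature, then given fluorogenic substrate HMU-PC0 (9 uM final) for 60 minutes at 37 °C; a pH 10 stop preceded fluorescence reading at Ex 386/Em 447 nm.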
USP2a block = blocks human ubiquitin-specific protease USP2a | USP2 core, Ub-CHOP2 coupled fluorogenic reporter, 485/531 | AID 463254 | Potency, µM (highest dose often 38.3 µM), without a hit: at the top dose activity change, negative = inhibition, most hits filed as inhibitors | hit rate 0.01% among 330,000;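 note: potency is the fitted concentration of half-maximal effect; plate controls were DMSO wells for no effect and full inhibition by NEM control for full effect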
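USP2 core (10nM final) preincubated 30min RT with compound in 20mM Tris-HCl pH 8.0, 2mM CaCl2, 2mM beta-mercaptoethanol, 0.05% CHAPS; 25nM Ub-CHOP2 plus 25nM reporter substrate added, fluorescence (Ex485/Em531) read after 60min.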
* hit, by the source's call; ? = inconclusive; . = no result given; [ ] = another dose, or the depositor's remark. Unless noted, calls come from the whole dose curve; as a rule, active = well fitted curve in the direction sought with a large enough effect; inconclusive = small, poorly fitted or top-dose-only effect, or another doubt; inactive = no such curve, though single readings can be large; an effect the other way counts as inactive or inconclusive.

SMILES | Eya2 inh | a7 integrin act | uPA generation | BRCA1 expr act | ELG1 genotox | TSG101-PTAP inh | B2AR arrestin | TRPV1 agonist | p53 reactivation | S-ASM inh | USP2a block
CNC(=O)N(O)C1N(C)C(=O)N(Cc2ccccc2)C1(C)C (configuration not stated) | 16% | 9% | . | 0% | 1% | -3% | 0.0% | 0 | 8% | 2% | -3%
C=CCn1c(COc2ccccc2)nc2ccccc21 | 0% | ? | -7% | 24% | 4% | 1% | 6.9% | ? | 2% | 0% | -4%
Cc1nc(S(=O)(=O)N(C)c2ccccc2)c(C#N)c(C)c1Cl | -4% | -33% | -11% | -83%[inhibitor] | -12% | -10% | -0.3% | . | -6% | 4% | -1%
COc1ccc(NC(=O)c2cc([N+](=O)[O-])ccc2N2CCCCC2)cc1OC | 2% | -8% | -5% | -19% | 0% | -2% | 0.2% | . | -6% | -8% | 1%
Cc1nc(-c2ccccc2)sc1-c1nc(-c2ccncc2)ncc1S(=O)(=O)c1ccccc1 | ? | -7% | -12% | -80% | -2% | 1% | 0.1% | -1 | 4% | 14% | 5%
Cn1nnnc1SCCOc1ccc(C#N)cc1 | 8%[15.4 µM] | 12% | 3% | 35% | 10% | -6% | 0.1% | -1 | 3% | 2% | -2%
CCCNC(=O)C(=O)Nc1ccc2c(c1)N(S(=O)(=O)c1cccs1)CCC2 | -20% | -42% | -9% | -62% | -2% | -1% | 4.3% | 15 | -6% | -4% | 0%
COc1ccc(CCNC(=O)CNCC(c2ccccc2)N(C)C)cc1OC (configuration not stated) | -3% | -20% | 13% | 1% | 1% | -7% | -0.2% | -3 | -5% | 2% | 0%
CC(C)C(=O)NC(=S)Nc1ccc(S(=O)(=O)Nc2ccccc2)cc1 | -6% | 14% | -5% | -54% | -4% | 1% | -3.9% | 1 | 3% | -6% | 1%
COC(=O)C1(c2ccccc2)NC(c2cccs2)C2C(=O)N(c3ccccc3)C(=O)C21 (configuration not stated) | . | 13% | 7% | -10% | . | -5% | . | . | . | -2% | .
O=C(Nc1ccc(F)c(F)c1)C1CCN(S(=O)(=O)c2cccc3nonc23)CC1 | -10% | -11% | -7% | -20% | -23% | -4% | -0.4% | -2 | -7% | -1% | 0%
CCOc1ccc(CC(=O)N/N=C(\C)c2cccnc2)cc1OCC | 12% | -13% | -3% | 0% | -4% | -3% | -0.9% | -3 | -4% | 0% | -2%
COC(=O)c1cc2sccc2n1Cc1ccc(C)cc1 | 6% | -2% | -4% | 9% | -1% | . | 0.3% | 0 | -3% | -4% | -2%
CCOC(=O)C1=NN(c2ccc(Cl)cc2)/C(=C/C2=NCCc3cc(OC)c(OC)cc32)S1 | 7% | 12% | 2% | -17% | 6% | 0% | -0.3% | -2 | -1% | 3% | 2%
Cc1ccn2cc(-c3cccc([N+](=O)[O-])c3)nc2c1 | -5% | ? | -7% | ? | 0.46µM* | -2% | -0.5% | 0 | -5% | 5% | 3%
O=S(=O)(c1cccc2nsnc12)N1CCN(c2ncccn2)CC1 | 3% | 17% | 2% | -1% | -12% | 0% | -0.1% | 13 | -4% | 0% | -1%
CC(=O)Nc1ccc(C(C#N)c2ccccc2)cc1 (configuration not stated) | 6% | 13% | 0% | -1% | -4% | -2% | -0.2% | -2 | -4% | 0% | 0%
Cc1[nH]c(=O)c(C(=O)/C=C/c2ccccc2)c2c1CCCC2 | 9% | -62%[inhibitor] | . | -125% | -61%[inhibitor] | -7% | -0.1% | 0 | -24% | 0% | 0%
Brc1ccc(C2=Nn3cnnc3SC2)cc1 | 2% | -29% | -11% | 9% | 0% | -5% | -0.3% | 6 | 1% | 1% | -5%
COCCCNC(=O)CS(=O)(=O)Cc1nc(-c2cccc(OC)c2)oc1C | 11% | 8% | 0% | -20% | 1% | -5% | -0.4% | 0 | -3% | 3% | 2%
Cc1cc(C)nc(OC(C(=O)O)C(OCC(C)C)(c2ccccc2)c2ccccc2)n1 (configuration not stated) | 18% | -2% | -7% | -16% | -4% | -8% | -0.2% | -3 | . | -1% | 1%
O=C(Nc1ccccc1)c1ccc(F)c(S(=O)(=O)N2CCOCC2)c1 | 11% | -18% | -3% | -41% | -9% | -2% | 0.0% | ? | 8% | 4% | 0%
Oc1ccccc1C(=S)N1CCCCCC1 | 1% | 13% | -2% | 5% | 2% | -6% | 0.4% | -2 | -1% | 0% | 2%
CCN(CCCn1c(=S)[nH]c2ncccc2c1=O)c1ccccc1 | 8% | 21% | 1% | -9% | 3% | -6% | 0.1% | -1 | 3% | -2% | 0%
CC(C)Oc1ccc(Br)cc1/C=N\NC(N)=S | 0% | 4% | -1% | -64% | 2% | -4% | 4.1% | 3 | 0% | -10% | -5%

The list continues.
SMILES | Eya2 inh | a7 integrin act | uPA generation | BRCA1 expr act | ELG1 genotox | TSG101-PTAP inh | B2AR arrestin | TRPV1 agonist | p53 reactivation | S-ASM inh | USP2a block
CC(C(=O)Nc1ccccc1)N(C)CCOc1ccc(Br)cc1 (configuration not stated) | -8% | -27% | 0% | -11% | 0% | -2% | -0.1% | ? | -1% | -1% | -5%
COc1cc(CCC(=O)Nc2cccc(S(=O)(=O)N(C)C)c2)cc(OC)c1OC | 5% | 9% | 3% | -18% | -3% | 2% | -0.5% | -4 | 5% | 5% | 1%
O=C(Nc1cccnc1Cl)c1cc(-c2ccc(Br)cc2)on1 | -19% | -33% | 9% | -35% | 2% | 2% | -0.1% | -1 | 0% | 0% | -1%
Cc1ccc(Cn2cccc2C2=NC(C)CO2)cc1 (configuration not stated) | -2% | -3% | 1% | 19% | 0% | -1% | 8.1% | 13 | 3% | -1% | 0%
CCC(=O)Nc1ccc(OC)cc1OC | 14% | -7% | -3% | -30% | -1% | -2% | -2.0% | -2 | -4% | 3% | 2%
Cc1ccc(CNC(=O)CN(C)S(=O)(=O)c2cccc3cccnc23)cc1 | 2% | -1% | 4% | -12% | -1% | -7% | 0.0% | . | -3% | 1% | -1%
Clc1cccc(Cl)c1CSc1nnc([C@@H]2CCCN2)o1 | 11% | 3% | 2% | -33% | 4% | 1% | -1.0% | 2 | -4% | 4% | -1%
CN(Cc1ccccc1)CC(O)COc1ccc(CNCc2cc3ccccc3s2)cc1 (configuration not stated) | 12% | -61%[inhibitor] | 10µM* | -54% | -3% | 0% | -0.3% | 9 | . | 6% | 4%
Cc1cccc(N2CCN(Cc3nc(-c4cccc(Cl)c4)oc3C)CC2)n1 | -13% | -22% | 0% | -40% | -3% | -1% | -0.5% | 15 | -2% | 8% | -6%
OC(C#Cc1ccccn1)c1cccs1 (configuration not stated) | -2% | -65%[inhibitor] | -7% | -21% | ? | -15% | ? | -5 | -31%[inhibitor] | -7% | 9%
COc1ccc(OCCCC(=O)Nc2cc(S(=O)(=O)N3CCCCC3)ccc2OC)cc1 | -3% | -2% | 2% | -3% | 0% | -5% | -0.1% | 1 | 20% | -4% | 5%
O=C(OCc1nnc(-c2ccccc2)o1)c1ccc(-n2cnnn2)cc1 | 5% | 1% | 1% | 0% | 2% | -3% | -0.1% | 2 | 0% | -1% | -6%
O=C(Nc1ccccc1)N1CCCN(c2c(Cl)cncc2Cl)CC1 | -1% | -2% | 11% | 12% | -17% | -2% | -0.5% | 26 | -7% | -4% | -1%
CCN(Cc1cnn(C)c1)C(=O)c1cc(COc2ccc3c(c2)CCCC3)on1 | 2% | -26% | -9% | 72% | 10% | 1% | 0.0% | -1 | -4% | 3% | 1%
C[C@H](NC(=O)c1nc[nH]c1C(=O)N[C@@H](C)C(=O)OC(C)(C)C)C(=O)OC(C)(C)C | -10% | 0% | -6% | 0% | 0% | 0% | -0.3% | ? | 4% | 4% | 9%
COc1cc(/C=C/C(=O)OCC(=O)NCCc2ccc(F)cc2)ccc1OC(F)F | 0% | -23% | 5% | -14% | 3% | -3% | -0.2% | . | 4% | -8% | 3%
Cc1cc(C(=O)N2CC(C)CC(C)C2)n(-c2ccccc2)n1 (configuration not stated) | 4% | -25% | 0% | -2% | ? | -1% | -0.4% | 18 | -2% | 3% | 0%
CC(C)(C)c1ccc(C2C3=C(CCCC3=O)NC3=C2C(=O)c2ccccc23)cc1 (configuration not stated) | -21% | -37% | -7% | -32% | 0% | ? | -1.1% | ? | -2% | -22% | -2%
COC(=O)CC1Sc2ccccc2NC1=O (configuration not stated) | 7% | 7% | -3% | 6% | 2% | -4% | 0.4% | -4 | -5% | 0% | -2%
